Wnt act: Wnt/beta-catenin pathway activation. Wnt/beta-catenin reporter cell assay, activator, plate reader. activation, % at 9.35 µM. 300,000 compounds, 1.2% hits; in the data active = activation above about 30%, passing the limit was not always enough;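 also: 0% = neutral control wells and 100% = positive control wells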
MOR-DOR ag: agonists of human mu-delta opioid receptor heterodimerization; 340,000 compounds, 0.3% hits; activation, % at 9.3 µM; P35372+P41143; cells, OPRM1-OPRD1 heterodimerization, luminescence; in the data active = activation above about 18%;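 also: 0% = vehicle-treated cells and 100% = reference agonist; values of inactives mirror those of a sister screen read the other way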
Target sequence (P35372 whole entry, looked up): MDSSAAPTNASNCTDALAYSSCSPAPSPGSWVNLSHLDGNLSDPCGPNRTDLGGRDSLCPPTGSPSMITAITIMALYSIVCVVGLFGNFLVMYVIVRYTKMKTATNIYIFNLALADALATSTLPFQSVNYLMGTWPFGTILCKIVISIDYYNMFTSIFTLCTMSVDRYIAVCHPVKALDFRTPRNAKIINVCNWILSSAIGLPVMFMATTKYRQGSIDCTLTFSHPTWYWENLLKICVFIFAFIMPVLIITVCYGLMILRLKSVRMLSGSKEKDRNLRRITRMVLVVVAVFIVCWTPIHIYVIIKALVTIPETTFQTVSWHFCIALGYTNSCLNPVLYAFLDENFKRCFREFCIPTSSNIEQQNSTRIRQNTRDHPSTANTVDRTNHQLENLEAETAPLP
Target sequence (P41143 whole entry, looked up): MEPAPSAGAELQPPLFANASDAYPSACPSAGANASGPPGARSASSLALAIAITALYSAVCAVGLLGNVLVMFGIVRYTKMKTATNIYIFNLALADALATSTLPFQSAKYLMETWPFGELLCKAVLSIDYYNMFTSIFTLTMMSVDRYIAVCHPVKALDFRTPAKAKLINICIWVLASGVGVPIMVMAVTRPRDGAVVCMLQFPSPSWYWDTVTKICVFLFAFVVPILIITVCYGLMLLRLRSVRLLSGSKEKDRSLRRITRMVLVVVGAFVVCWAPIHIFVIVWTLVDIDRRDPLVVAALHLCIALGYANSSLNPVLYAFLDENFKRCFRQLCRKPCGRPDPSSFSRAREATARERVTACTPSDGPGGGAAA
cardiac RTF act: cardiac RTF calcium sensitization; P19429+P45379; IANBD-labeled TnC RTF fluorescence at EC20 calcium; 0% EC20 calcium, 100% full calcium; activation, % at 7.2 µM; 340,000 compounds, 0.24% hits; AID 493008;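 active = activation above the mean over all tested compounds plus 3 SD, cut at about 30% in these data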;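 also: rise in fluorescence read as greater calcium sensitivity of cardiac thin filaments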
V-ATPase pH: regulators of yeast V-ATPase proton transport. S. cerevisiae, pHLuorin cytosolic pH fluorescence. response, % at 10 µM. 350,000 compounds, 0.37% hits; in the data active = response mostly above about 7.3%, no sharp cut-off; inactive = mostly below about 5.4%; also: actives read high; inactives centre near 0; some compounds called inactive have numbers as strong as hits; reference of the scale not given here
LANA DNA inh: inhibitors of KSHV LANA C-terminal domain DNA binding; MBP-C-LANA/FAM-LBS DNA binding, fluorescence polarization; inhibition, % at 9 µM; 340,000 compounds, 0.078% hits; AID 504423;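 active = highest replicate inhibition at or above 60% at 9 µM, even if other replicates fall short; inactive = all replicates below 60% inhibition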;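 also: 0% = neutral control wells and 100% = 4 µM acridine orange control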
Keap1 Nrf2 FP: disrupts human Keap1 binding to Nrf2 peptide | inhibition, % at 9.4 µM | 340,000 compounds, 0.15% hits | Keap1 Kelch-Nrf2 peptide fluorescence polarization, 1536-well | Q14145; in the data active = inhibition above about 12%;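 also: human Keap1 Kelch domain with fluorescein labeled Nrf2 9mer peptide probe; 0% = neutral control wells and 100% = peptide positive control; higher means more block of Keap1 binding to Nrf2 peptide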
Arr AP2 block: inhibitors of human beta-arrestin and AP2 interaction; FITC-arrestin peptide / GST-AP2 beads, flow cytometry; AP2 beta2 appendage carries R879A mutation; inhibition, % at 10 µM; 340,000 compounds, 0.31% hits;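 active = inhibition above a set limit, near 3 SD of compounds lacking own fluorescence, cut at about 54% in these data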;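 also: plate controls were DMSO wells for no effect and 5 µM unlabelled arrestin peptide for full effect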
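Measured by: flow cytometry, FL1 (488/535 nm); Material: AP2 appendage R879A on GSH beads; Evaluation: percent response; Timing: pre-incubation 12 min, peptide binding 1 h, room temperature; Also added: 50 nM FITC-arrestin peptide; Medium: PBS with 0.05% Tween 20 and 0.1% BSA.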
Cardiac RTF inh: cardiac RTF calcium desensitization | P19429+P45379 | IANBD-labeled cardiac RTF, Ca2+ fluorescence | inhibition, % at 7.15 µM | 340,000 compounds, 0.12% hits;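 active = inhibition above the mean inhibition of all tested compounds plus 3 SD, cut at about 17% in these data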;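 also: assay run at fixed EC70 calcium of 1.6 mM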
OPRM1-OPRD1 inv: inverse agonists of human mu-delta opioid receptor heterodimerization; P35372+P41143; cell-based MOR-DOR heterodimer luminescence, inverse agonism; inhibition, % at 9.3 µM; 340,000 compounds, 0.21% hits; in the data active = inhibition above about 22%, passing the limit was not always enough;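 also: 0% = cells with DMSO and 100% = wells without cells with DMSO; values of inactives mirror those of a sister screen read the other way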
DSG3 Ab inh: inhibitors of pemphigus antibody binding to human desmoglein-3; DSG3-coupled beads, scFv-anti-DSG3-GFP binding, flow cytometry; stronger effect = lower value; 310,000 compounds, 0.48% hits; binding (percent of control), % at 10 µM; P32926; AID 588358;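 active = binding more than 3 SD below its plate's average and above zero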; also: some compounds called inactive have numbers as strong as hits
An asterisk follows results filed as active; . = no result given.

# | molecule | Wnt act | MOR-DOR ag | cardiac RTF act | V-ATPase pH | LANA DNA inh | Keap1 Nrf2 FP | Arr AP2 block | Cardiac RTF inh | OPRM1-OPRD1 inv | DSG3 Ab inh
1 | Cc1cc(Nc2ccc([N+](=O)[O-])cc2)c2ccccc2n1 | -3 | -0.1 | -1 | -1 | -3.8 | -5 | -2 | 8 | 1 | 119
2 | CCN(CC(=O)Nc1ccccc1C(F)(F)F)C(=O)c1ccc(-n2nc(C)c(CCC(=O)OC)c2C)cc1 | -3 | -1.2 | 62* | -3 | -0.2 | 1 | 12 | -74 | 7 | 113
3 | O=C(c1cccc(Oc2ccccc2)c1)N1CCOCC1 | -2 | -0.4 | 1 | -2 | 0.7 | 0 | 3 | -2 | 2 | 104
4 | Cc1ccc(-n2nc3c(=O)n(C(C)C(=O)NCCC4=CCCCC4)nc(C)c3c2C)cc1 (centres undefined) | -4 | 0.1 | 8 | 2 | -1.2 | 4 | -3 | -2 | 0 | 100
5 | O=C(N/N=C\c1ccc([N+](=O)[O-])s1)c1cncc(Br)c1 | -4 | 4.4 | -5 | -4 | 1.1 | -2 | 15 | -1 | -32 | 95
6 | C#C[C@]1(O)CC[C@H]2[C@@H]3CCC4=Cc5oncc5C[C@]4(C)[C@H]3CC[C@@]21C | 0 | 3.3 | -2 | -2 | 0.7 | -6 | -1 | 8 | -18 | 111
7 | COCCN1CCN(C(=O)c2cc(COc3ccc(F)c(F)c3)on2)CC1 | 1 | -2.4 | 1 | -1 | -1.2 | -1 | 11 | 9 | 13 | 109
8 | COc1ccc(O)c(/C=N/N=C2/C(=O)Nc3ccccc32)c1 | -3 | 3.8 | 2 | 5 | 2.2 | -4 | -8 | -10 | -19 | 95
9 | COc1cccc(NC(=O)C(C#N)Cc2ccncc2)c1 (centres undefined) | 1 | -3.6 | -2 | 0 | -0.2 | -9 | 3 | 2 | 16 | 108
10 | CCOc1ccc(-c2nnc(-c3ccccc3)o2)cc1 | . | 1.1 | 13 | 3 | 2.1 | -1 | 9 | 2 | -6 | 106
11 | CCOc1cc(/C=N/NC(=O)CN2CCCCC2)ccc1OCc1ccc(Cl)cc1 | -3 | 0.4 | -4 | -5 | -1.4 | -2 | 8 | 1 | -2 | 105
12 | COC(=O)c1ccccc1NC(=O)Cn1c(-c2nonc2N)nc2ccccc21 | -8 | . | -3 | -9 | -2.2 | -9 | 3 | -7 | . | 101
13 | C#CCOCCOCCOCCNc1nc(N2CCN(C(=O)CCCCCCCCCCNC(=O)Cn3cc(C[C@@H](C)O)nn3)CC2)nc(N2CCN(C(=O)CCCCCCCCCCNC(=O)[C@@H]([C@H](C)CC)n3cc(CCCCCN)nn3)CC2)n1 | . | 2.9 | 8 | 11 | -0.3 | -2 | 36 | -8 | -16 | 143
14 | Cc1c(C(=O)N2CCN(c3ncccn3)CC2)oc2c(Cl)cccc12 | -1 | 0.0 | 6 | -2 | -0.6 | 1 | 4 | -5 | 0 | 105
15 | O=S(=O)(c1ccc(NC(=S)NC2CCCC2)cc1)N1CCCC1 | -6 | -1.9 | 1 | 0 | 2.0 | 2 | 18 | -4 | 10 | 103
16 | O=C(NCCN=C1NS(=O)(=O)c2ccccc21)c1ccc(S(=O)(=O)N2CCOCC2)cc1 | -1 | 3.1 | 5 | 2 | 0.4 | -2 | 11 | -7 | -13 | .
17 | CCOC(=O)c1nccnc1C(=O)Nc1ccc(C(F)(F)F)cc1 | -1 | -2.7 | 0 | 1 | 1.2 | 0 | 21 | 0 | 13 | 101
18 | CCC1CCCCN1CC(=O)c1c(C)[nH]c2cc(C)ccc12 (centres undefined) | -1 | -2.3 | -4 | -1 | 1.8 | 2 | -8 | -1 | 11 | 108
19 | COC(OC)C1Nc2ccccc2C(=O)N1c1ccc(F)cc1 (centres undefined) | -1 | -0.9 | -4 | -2 | 0.2 | 1 | 20 | -2 | 6 | 93
20 | COc1ccc(CNC(=O)CCS(=O)(=O)c2cc3c(cc2Cl)NC(=O)CO3)cc1 | -1 | -1.0 | 2 | 4 | 4.8 | -2 | 8 | -2 | 5 | 97
21 | CCN(CC)CCNC(=O)C1(O)c2cc(Br)ccc2NC(=O)N1c1cccc(OC)c1 (centres undefined) | 1 | -1.9 | -1 | 0 | -0.1 | -4 | -9 | -3 | 9 | 113
22 | COc1ccc(-c2cc3nc4n(c(=O)c3s2)CCCCC4)cc1 | 37* | -2.1 | -4 | 5 | 0.4 | 2 | 10 | 6 | 10 | .
23 | CC(C)NC(=O)COC(=O)c1ccc(NS(=O)(=O)c2ccc3c(c2)OCCO3)cc1 | . | -2.5 | 5 | . | 0.3 | 1 | 13 | -1 | 13 | .
24 | O=c1c(-c2ccc(Cl)cc2)c[nH]n1-c1ccccc1 | 28 | -3.8 | -2 | 1 | -0.1 | -2 | 14 | -5 | 17 | 106
25 | O=C(O)CCC(=O)c1ccc2c(c1)CCCC2 | 0 | 1.6 | 12 | 3 | 0.0 | -5 | -14 | 12 | -8 | 99
26 | Cc1cc(Cl)ccc1OCC(=O)NC(=S)Nc1ccc(Cl)cn1 | 2 | 1.0 | 9 | 1 | -0.2 | 2 | -3 | 5 | -4 | 106
27 | Cc1nc(N)nc(N)c1-c1ccc([N+](=O)[O-])cc1 | 0 | -1.5 | 1 | 0 | -3.0 | -2 | 1 | 3 | 6 | 90
28 | Cc1cc(NC(=O)CSc2nc(-c3ccco3)cc(C(F)(F)F)n2)n(-c2ccccc2)n1 | . | -1.6 | 0 | 1 | -2.1 | 5 | -43 | 0 | 10 | 103
29 | CCCc1ccc(OCC(=O)NNC(=O)c2cccnc2)cc1 | 0 | -3.1 | -4 | -2 | -2.0 | -4 | -6 | -11 | 15 | 83
30 | CC(C)(C)c1ccc(OCCC(=O)OCC(=O)NC2CCS(=O)(=O)C2)cc1 (centres undefined) | 7 | 0.8 | -1 | -2 | 1.0 | -2 | 1 | -3 | -5 | 98

Part of the list above in order of formula weight, descending:
# | molecule | Wnt act | MOR-DOR ag | cardiac RTF act | V-ATPase pH | LANA DNA inh | Keap1 Nrf2 FP | Arr AP2 block | Cardiac RTF inh | OPRM1-OPRD1 inv | DSG3 Ab inh
21 | CCN(CC)CCNC(=O)C1(O)c2cc(Br)ccc2NC(=O)N1c1cccc(OC)c1 (centres undefined) | 1 | -1.9 | -1 | 0 | -0.1 | -4 | -9 | -3 | 9 | 113
16 | O=C(NCCN=C1NS(=O)(=O)c2ccccc21)c1ccc(S(=O)(=O)N2CCOCC2)cc1 | -1 | 3.1 | 5 | 2 | 0.4 | -2 | 11 | -7 | -13 | .
28 | Cc1cc(NC(=O)CSc2nc(-c3ccco3)cc(C(F)(F)F)n2)n(-c2ccccc2)n1 | . | -1.6 | 0 | 1 | -2.1 | 5 | -43 | 0 | 10 | 103
30 | CC(C)(C)c1ccc(OCCC(=O)OCC(=O)NC2CCS(=O)(=O)C2)cc1 (centres undefined) | 7 | 0.8 | -1 | -2 | 1.0 | -2 | 1 | -3 | -5 | 98
26 | Cc1cc(Cl)ccc1OCC(=O)NC(=S)Nc1ccc(Cl)cn1 | 2 | 1.0 | 9 | 1 | -0.2 | 2 | -3 | 5 | -4 | 106
15 | O=S(=O)(c1ccc(NC(=S)NC2CCCC2)cc1)N1CCCC1 | -6 | -1.9 | 1 | 0 | 2.0 | 2 | 18 | -4 | 10 | 103
17 | CCOC(=O)c1nccnc1C(=O)Nc1ccc(C(F)(F)F)cc1 | -1 | -2.7 | 0 | 1 | 1.2 | 0 | 21 | 0 | 13 | 101
22 | COc1ccc(-c2cc3nc4n(c(=O)c3s2)CCCCC4)cc1 | 37* | -2.1 | -4 | 5 | 0.4 | 2 | 10 | 6 | 10 | .
19 | COC(OC)C1Nc2ccccc2C(=O)N1c1ccc(F)cc1 (centres undefined) | -1 | -0.9 | -4 | -2 | 0.2 | 1 | 20 | -2 | 6 | 93
18 | CCC1CCCCN1CC(=O)c1c(C)[nH]c2cc(C)ccc12 (centres undefined) | -1 | -2.3 | -4 | -1 | 1.8 | 2 | -8 | -1 | 11 | 108
24 | O=c1c(-c2ccc(Cl)cc2)c[nH]n1-c1ccccc1 | 28 | -3.8 | -2 | 1 | -0.1 | -2 | 14 | -5 | 17 | 106
27 | Cc1nc(N)nc(N)c1-c1ccc([N+](=O)[O-])cc1 | 0 | -1.5 | 1 | 0 | -3.0 | -2 | 1 | 3 | 6 | 90
25 | O=C(O)CCC(=O)c1ccc2c(c1)CCCC2 | 0 | 1.6 | 12 | 3 | 0.0 | -5 | -14 | 12 | -8 | 99

The list continues.
# | molecule | Wnt act | MOR-DOR ag | cardiac RTF act | V-ATPase pH | LANA DNA inh | Keap1 Nrf2 FP | Arr AP2 block | Cardiac RTF inh | OPRM1-OPRD1 inv | DSG3 Ab inh
31 | O=C(Oc1ccc(Br)cc1)C1CC(=O)N(c2ccc(F)cc2)C1 (centres undefined) | -2 | 0.5 | 0 | -3 | -0.3 | 0 | 35 | 0 | -3 | 80
32 | Cc1cc(Cl)ccc1OCC(=O)Nc1ccccc1C(=O)N1CCOCC1 | 0 | -2.4 | 0 | 0 | 1.4 | 1 | 1 | -9 | 13 | 103
33 | CC(=O)/C(N=Nc1ccc(C(=O)O)cc1)=C(\C)O | -1 | -2.1 | -1 | 1 | 2.3 | 3 | -3 | -1 | 10 | 105
34 | COc1ccc(-c2cc3c(=O)n(CC(=O)N4CCCCC4)ncn3n2)cc1 | -1 | -2.1 | -8 | 1 | -1.0 | 0 | 15 | -1 | 11 | 97
35 | O=C(O)c1cc(-c2ccccc2)nn1CC1CC(c2cccnc2)=NO1 (centres undefined) | 2 | -1.5 | 1 | 0 | 1.9 | 1 | -11 | -17 | 8 | 98
36 | Cc1cccc(NC(=O)CSc2nnc(-c3ccccc3)n2N)c1C | . | -1.7 | -1 | 3 | 0.8 | 1 | -14 | -3 | 8 | 105
37 | COc1ccc(Oc2c(C)oc3c(CN(C)C)c(O)ccc3c2=O)cc1 | . | -1.2 | -2 | -1 | -1.6 | -2 | -5 | -9 | 7 | 99
38 | COCCN(C(=O)c1ccccc1F)c1c(N)n(Cc2ccccc2)c(=O)[nH]c1=O | 0 | -1.7 | -1 | -1 | -2.5 | 2 | -12 | 3 | 9 | 97
39 | COc1ccccc1-c1cc2nc(C)c(CCC(=O)NCc3ccc(F)cc3)c(C)n2n1 | 3 | -1.6 | 0 | -4 | -0.7 | -5 | 9 | 1 | 8 | 100
40 | Cc1ccccc1C(=O)NCC(=O)OC(C)C(=O)NCc1ccco1 (centres undefined) | 0 | -1.1 | -7 | -7 | 0.2 | -1 | 2 | -16 | 6 | 99
41 | CC1CC(C)CN(CC(O)COc2ccc3c(c2)CCC3)C1 (centres undefined) | -7 | 0.8 | 0 | 0 | 0.5 | 1 | -5 | -11 | -4 | 110
42 | Cc1ccc(/C(N)=N/OC(=O)c2cccc(Cn3cc(C(F)(F)F)ccc3=O)c2)cc1 | 7 | 4.5 | -6 | -2 | -0.4 | -2 | 10 | -5 | -24 | 111

Assay outcomes from PubChem BioAssay.
